12-hLO inh: inhibitors of human 12-lipoxygenase (ALOX12). P18054. purified 12-hLO, xylenol orange hydroperoxide absorbance. Potency, µM (highest dose often 57.1 µM), for inactives: at the top dose activity change, negative = inhibition, usual class: inhibitors. actives 0.12% (n = 150,000). AID 1452; note: potency is the fitted concentration of half-maximal effect; nearly all actives have a fitted effect of over 55% in size; many of its hits are not listed in these tables
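Xylenol orange chromogenic assay: hydroperoxide from 12hLO oxidises Fe(II), giving red-shifted Fe(III)-XO absorbance. Conditions: 150 nM enzyme, 40 uM arachidonic acid, 25 mM Hepes pH 7.0, 0.01% Triton X-100, 30 min, room temperature.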
PNC inhibitor: blocks assembly of the perinucleolar compartment | PC3M PTB-GFP, PNC prevalence imaging, 16 h; active compounds read low | activity change (PNC), negative = inhibition, % at 10 µM | actives 3.1% (n = 140,000) | AID 2417;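 active = readout at or below -70, meaning at least 70% loss of cells showing the perinucleolar compartment, a nuclear body marking cancer cells; inconclusive = readout between -30 and a set limit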;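 note: plate controls were DMSO wells for no effect and camptothecin positive control wells for full effect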
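Read-out is percentage of cells bearing a perinucleolar compartment, from automated 20x imaging of fixed, Hoechst-stained PC3M PTB-GFP cells. Cells were seeded 4 h, then exposed 16 h to compound (23 nl of library stock) in duplicate plates.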
ALOX15B inhib: blocks human 15-lipoxygenase 2 activity. purified 15hLO-2, xylenol orange hydroperoxide absorbance. Potency, µM (titrated, usually from 57.1 µM), inactives show at the top dose activity change, negative = inhibition, most hits filed as inhibitors. O15296. actives 0.56% (n = 110,000); note: potency is the fitted concentration of half-maximal effect; nearly all actives have a fitted effect of over 60% in size; many of its hits are not listed in these tables
Target sequence (O15296 whole entry, looked up): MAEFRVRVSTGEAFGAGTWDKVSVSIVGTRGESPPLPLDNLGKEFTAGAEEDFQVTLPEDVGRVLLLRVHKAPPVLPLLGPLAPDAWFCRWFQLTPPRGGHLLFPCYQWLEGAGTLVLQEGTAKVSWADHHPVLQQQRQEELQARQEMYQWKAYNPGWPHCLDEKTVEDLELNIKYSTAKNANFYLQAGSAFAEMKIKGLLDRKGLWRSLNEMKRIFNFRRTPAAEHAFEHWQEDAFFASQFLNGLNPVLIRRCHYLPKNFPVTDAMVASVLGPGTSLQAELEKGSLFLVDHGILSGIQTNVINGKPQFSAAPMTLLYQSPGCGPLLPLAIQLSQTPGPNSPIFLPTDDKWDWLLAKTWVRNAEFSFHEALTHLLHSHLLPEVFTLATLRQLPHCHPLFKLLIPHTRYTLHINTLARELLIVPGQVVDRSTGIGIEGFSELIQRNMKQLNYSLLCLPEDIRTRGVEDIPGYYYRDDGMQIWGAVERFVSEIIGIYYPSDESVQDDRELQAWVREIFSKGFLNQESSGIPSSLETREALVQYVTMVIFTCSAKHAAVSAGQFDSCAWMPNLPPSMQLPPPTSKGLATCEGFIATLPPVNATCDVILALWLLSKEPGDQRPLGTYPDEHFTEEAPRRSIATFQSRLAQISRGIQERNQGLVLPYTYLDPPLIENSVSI
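Enzyme 50 nM, AA 45 uM, 25 mM Hepes pH 7.5 + 0.01% Triton X-100; cpd preinc 15 min RT, rxn 90 min RT; stop/detect with 200 uM XO + 300 uM Fe(II) in 50 mM H2SO4, 30 min; A573/A405.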
IMPase inh: membrane-permeable compound that blocks inositol monophosphatase; P97697; CHO-M1 cells, IP1 accumulation, HTRF TR-FRET ratio; AID 901; 120,000 tested, under 10 active; inhibition (IP1 accumulation), % at 46.1 µM; active = well fitted curve in the direction sought with a large enough effect in the signal ratio, not every such curve was filed as active; inconclusive = small, poorly fitted or top-dose-only effect, or a change in a side signal; inactive = no such curve, though single readings can be large or run the other way; the % refers to the signal ratio;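 note: cells stimulated with carbachol in lithium chloride buffer; plate controls were DMSO basal wells for no effect and reference inhibitor wells for full effect; higher means more IMPase inhibition seen as more IP1 and lower FRET ratio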
Target sequence (P97697 whole entry, looked up): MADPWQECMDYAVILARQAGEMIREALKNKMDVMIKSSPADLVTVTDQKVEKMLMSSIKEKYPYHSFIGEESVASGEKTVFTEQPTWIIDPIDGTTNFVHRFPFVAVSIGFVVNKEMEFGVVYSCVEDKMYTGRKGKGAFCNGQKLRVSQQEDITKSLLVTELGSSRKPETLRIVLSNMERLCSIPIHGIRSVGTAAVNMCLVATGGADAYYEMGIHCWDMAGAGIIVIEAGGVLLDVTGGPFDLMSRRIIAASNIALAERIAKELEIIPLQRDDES
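Elevated IP1 in lysates lowers TR-FRET signal (665/620 ratio and 620 channel reported). Cells were CHO-M1, given carbachol (50 uM as added) plus 50mM LiCl, pH 7.4, 30 min, 37C; compounds titrated up to 46 uM; AC50 by Hill equation.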
* hit, by the source's call; ? = inconclusive; . = no result given; [ ] = another dose, or the depositor's remark. Unless noted, calls come from the whole dose curve; as a rule, active = well fitted curve in the direction sought with a large enough effect; inconclusive = small, poorly fitted or top-dose-only effect, or another doubt; inactive = no such curve, though single readings can be large; an effect the other way counts as inactive or inconclusive. Unless noted, % is set by controls: 0 for no effect and ±100 for the full control effect.

Letter code: A = 12-hLO inh; B = PNC inhibitor; C = ALOX15B inhib; D = IMPase inh
CCOC(=O)/C(C#N)=C/c1ccc(OCC(=O)Nc2ccc(C)c(C)c2)c(OC)c1
  A: -1.6%; B: -22.1; C: .; D: .
Clc1ccc(-c2csc3ncnc(Cl)c23)cc1
  A: -4.6%; B: 14.5; C: .; D: .
CC(=O)N1CCN(c2nc3cc4c(cc3nc2NS(=O)(=O)c2ccccc2)OCCO4)CC1
  A: -8.4%; B: -0.2; C: -24.7%; D: 6.1
FC(F)(F)c1nnc2ccc(N3CCCC3)nn12
  A: 10.1%; B: -19.9; C: 2.4%; D: -12.3
CCOC(=O)CSc1ccc2nnc(-c3ccncc3)n2n1
  A: 2.3%; B: -6.0; C: .; D: -10.5
Cc1ccc(OC2=NS(=O)(=O)c3ccccc32)cc1
  A: 2.5%; B: -12.7; C: 2.0%; D: 1.9
CCC(C)N(CCNC(=O)CC1Oc2ccccc2NC1=O)C1CCCCC1 (stereo not drawn)
  A: -4.3%; B: 22.4; C: 6.6%; D: 33.9[activator]
Cc1ccc(F)cc1NC(=O)c1cccc2nccnc12
  A: -3.4%; B: 35.7; C: -1.8%; D: 7.9
Cn1nc(C(=O)NCc2ccco2)c2ccccc2c1=O
  A: -1.1%; B: 16.6; C: .; D: .
O=C(CSc1ncn[nH]1)NN(c1ccccc1)c1ccccc1
  A: 0.5%; B: 41.8; C: .; D: .

Entries of single compounds from above. Order of screens: 12-hLO inh	PNC inhibitor	ALOX15B inhib	IMPase inh
Record of CCOC(=O)/C(C#N)=C/c1ccc(OCC(=O)Nc2ccc(C)c(C)c2)c(OC)c1 → -1.6%	-22.1	.	.
Record of FC(F)(F)c1nnc2ccc(N3CCCC3)nn12 → 10.1%	-19.9	2.4%	-12.3
Record of Cc1ccc(OC2=NS(=O)(=O)c3ccccc32)cc1 → 2.5%	-12.7	2.0%	1.9
Record of Cc1ccc(F)cc1NC(=O)c1cccc2nccnc12 → -3.4%	35.7	-1.8%	7.9
Record of Clc1ccc(-c2csc3ncnc(Cl)c23)cc1 → -4.6%	14.5	.	.

(further entries)
Letter code: A = 12-hLO inh; B = PNC inhibitor; C = ALOX15B inhib; D = IMPase inh
COc1cc(CO)cc(Br)c1OCc1cccnc1
  A: -1.9%; B: 25.3; C: 3.0%; D: 0.1
Cc1cc(Cl)ccc1N=Cc1c(O)n(C)c(=O)n(C)c1=O
  A: 3.2%; B: -19.0; C: 4.1%; D: 12.1
Cc1ccc(O)c(C2=NOC(O)(C(F)(F)F)C2)c1 (stereo not drawn)
  A: -7.6%; B: 19.9; C: -1.5%; D: -6.3
Cc1ccccc1CS(=O)(=O)Cc1ccc(C(=O)NCc2ccccn2)o1
  A: -3.5%; B: 36.2; C: 48.7%[activator]; D: -0.9
CCn1c(SCC(=O)N2CCCc3ccccc32)nnc1-c1ccco1
  A: 2.5%; B: -9.5; C: -8.0%; D: -5.3
CCN(C(=O)CSc1nc2nc(C)cc(C)n2n1)c1cccc(C)c1
  A: -6.9%; B: 13.1; C: -3.7%; D: -1.7
CCn1c(=O)c(C(=O)NCc2ccc(OC)c(OC)c2)c(O)c2ccccc21
  A: -24.8%; B: 23.8; C: 14.9%; D: 5.2
CCC(c1ccccc1)c1nc(-c2ccccn2)no1 (stereo not drawn)
  A: -2.5%; B: 3.7; C: 5.6%; D: 2.6
NC(=O)N/N=C/c1ccc([N+](=O)[O-])o1
  A: -9.4%; B: .; C: -6.6%; D: .
Cc1nnc(SCc2ccc(F)cc2)s1
  A: -3.5%; B: ?; C: 3.2%; D: 0.4
O=S1(=O)CCC(N2CCOCC2)C1 (stereo not drawn)
  A: -1.4%; B: -9.2; C: -2.9%; D: 1.0
COC(=O)c1ccc(CSc2nc(-c3ccccc3)cs2)o1
  A: -7.8%; B: 14.5; C: -7.2%; D: 5.7
COc1ccc(OC)c(S(=O)(=O)N(C)CC(=O)N2CCN(c3ccc(F)cc3)CC2)c1
  A: -7.2%; B: -3.8; C: -3.2%; D: 15.6
O=c1c2ccccc2nnn1CSc1nnc2sc3ccccc3n12
  A: 5.8%; B: ?; C: -11.9%; D: 3.7
Cc1ccc(C(=O)NNC(=O)CCC(=O)Nc2cc(C)on2)cc1
  A: -1.3%; B: 12.0; C: .; D: .
Cc1cccc(C)c1NC(=S)/C(=C(\[O-])c1cccs1)[n+]1ccccc1
  A: -4.9%; B: 35.8; C: .; D: .
Cc1ccc(S(=O)(=O)N(CCC(=O)O)Cc2ccc(Cl)cc2)cc1
  A: -5.8%; B: 11.5; C: -3.8%; D: 3.4
O=C(c1ccc(Cl)cc1Cl)C1(n2cncn2)Oc2ccccc2C1O (stereo not drawn)
  A: ?; B: 37.5; C: 2.8%; D: 9.8
O=S(=O)(NCCCCCNS(=O)(=O)c1ccccc1)c1ccccc1
  A: -0.6%; B: -91.0*; C: -0.2%; D: 4.9
O=C(NCC(F)(F)F)Nc1nnc(C(F)(F)F)s1
  A: 0.3%; B: -9.2; C: -1.4%; D: 5.6
CCc1ccc(/C=C/c2c[nH]c3ccccc23)[n+](CC)c1
  A: -3.1%; B: -20.7; C: .; D: .
COC(=O)C1CC1C(NC(=O)[C@@H]1CCCN1)c1ccccc1 (stereo partly drawn)
  A: -1.1%; B: .; C: 10.3%; D: .
COc1cccc(C(=O)NC2=NCCS2)c1OC
  A: -1.6%; B: 19.1; C: 4.2%; D: -2.1
Cc1cc(NC(=O)c2cc3ccccc3o2)cc(C)c1OCC(=O)N1CCOCC1
  A: 6.1%; B: -22.3; C: 2.5%; D: 1.0
O=C(CSc1ccc(-c2ccco2)nn1)NCc1ccc(F)cc1
  A: -2.2%; B: -15.3; C: .; D: ?
Cc1ccc2nc(-c3ccccc3)cc(C(=O)N3CCc4ccccc4C3)c2c1
  A: -3.8%; B: ?; C: 1.7%; D: -19.0
O=C(/C=C\c1ccccc1)Nc1nccs1
  A: -0.1%; B: ?; C: .; D: -5.9
Cc1ccc(-c2cc(C(=O)Nc3cc(C)ccc3C)[nH]n2)c(O)c1
  A: 6.4%; B: -84.3*; C: .; D: -0.1
CCCCNC(=O)c1sc(=S)n2c1[nH]c(=O)c1ccccc12
  A: -19.1%; B: -18.9; C: -12.5%; D: 5.3
CCc1cccc(C)c1NC(=O)c1cc(C)oc1C
  A: 1.9%; B: 2.0; C: 0.7%; D: 9.0
CC(C)OP(=O)(OC(C)C)C(Nc1ccccc1)c1ccc2c(c1)OCO2 (stereo not drawn)
  A: -3.5%; B: -8.2; C: .; D: -2.0
Cn1c(=O)c(C(=O)CN2CCN(S(=O)(=O)c3ccccc3)CC2)c(N)n(Cc2ccccc2)c1=O
  A: -1.1%; B: -16.3; C: .; D: .
Cc1ccc(OCC(=O)Nn2cnc3ccccc32)cc1
  A: -6.4%; B: 44.9; C: 6.0%; D: 2.8
CCn1nnnc1SCC(=O)NC1CCCC1
  A: -1.5%; B: 4.2; C: -5.2%; D: 3.8
C/C(=N\NC(=O)CN1CCOCC1)C(C)(C)C
  A: 10.4%; B: 13.0; C: 4.9%; D: 4.7
CC(C)CCn1c(Oc2ccc(Cl)cc2)nc2c1c(=O)n(C)c(=O)n2C
  A: -6.2%; B: 38.2; C: 7.4%; D: 1.8
O=c1[nH]c(CN2CCN(Cc3ccc4c(c3)OCO4)CC2)nc2ccccc12
  A: 4.2%; B: 127.7; C: .; D: -6.7
C=CCSC1=Nc2sccc2C2=NC(=O)CN12
  A: -2.2%; B: 79.6; C: -6.0%; D: -4.2
Cc1cccc2sc(NNC(=O)c3ccc(S(=O)(=O)N4CC(C)CC(C)C4)cc3)nc12 (stereo not drawn)
  A: -26.8%; B: 6.2; C: .; D: .
Cc1c(Cl)c([N+](=O)[O-])nn1Cc1ccc(C(=O)N/N=C\c2cc(Cl)ccc2O)o1
  A: -12.3%; B: 61.9; C: -9.2%; D: 0.3
Cc1ccc(C(=O)NCC(=O)OCC(=O)c2ccc3c(c2)OCCO3)cc1C
  A: -3.0%; B: 25.6; C: 3.3%; D: 1.1
CCCOC(=O)c1[nH]c2c(c1C)C(=O)CC(c1cccs1)C2 (stereo not drawn)
  A: 0.0%; B: -85.9*; C: 2.9%; D: -1.7
O=C(CN1CC(c2ccccc2)CC1=O)Nc1ccc2c(c1)OCO2 (stereo not drawn)
  A: -0.2%; B: 27.2; C: .; D: .
CCOC(=O)c1oc2c(CN3CCN(C)CC3)c(O)ccc2c(=O)c1-c1ccc(Br)cc1
  A: -1.6%; B: 15.7; C: .; D: 2.7
NNC(=O)c1cnn(Cc2ccccc2)c1N
  A: 7.3%; B: -22.4; C: .; D: -3.2
COC(=O)C1=C(C(=O)c2ccccc2)C(c2ccc(O)c(OC)c2)n2nnnc2N1 (stereo not drawn)
  A: 8.2%; B: 21.7; C: -1.3%; D: 3.9
COC(=O)[C@@]1(Cc2ccc(OC)cc2)[C@H]2c3cc(C(=O)N4CCCC4)n(CCc4ccc(OC)c(Br)c4)c3C[C@H]2CN1C(=O)c1ccccc1
  A: -6.3%; B: .; C: 3.5%; D: .
O=C(Nc1ccccc1N1CCOCC1)c1cccs1
  A: 5.2%; B: 112.8; C: .; D: -5.6
CC(C)C[C@@H]1NC(=O)[C@H](Cc2ccc(O)cc2)NC(=O)c2cc([N+](=O)[O-])cc(I)c2NCCC[C@@H](C(N)=O)NC1=O
  A: -5.4%; B: 54.5; C: .; D: .
NC(N)=N[C@H](CCC(=O)O)C(=O)O
  A: -2.4%; B: .; C: 3.3%; D: 4.9

The list continues:
Letter code: A = 12-hLO inh; B = PNC inhibitor; C = ALOX15B inhib; D = IMPase inh
COc1ccc(C(=O)NC(=S)N2CCCCC2)cc1[N+](=O)[O-]
  A: -6.5%; B: -7.9; C: .; D: .
O=[N+]([O-])c1cc2c(cc1/C=N/n1c(-c3ccccc3)n[nH]c1=S)OCO2
  A: -10.2%; B: ?; C: -25.9%; D: 12.2
Cc1nc2nc(-c3ccc(Cl)cc3)cn2nc1C
  A: 5.3%; B: 4.0; C: -6.2%; D: 0.5
CCOc1ccc(-c2nnn(CC#N)n2)cc1OC
  A: -1.8%; B: 29.5; C: .; D: 17.4
Cc1ccc2cc(C)c3nnc(SCC(=O)N4CCCc5ccccc54)n3c2c1C
  A: -12.4%; B: -5.4; C: 3.7%[11.4 µM]; D: -7.4[1.84 µM]
O=S(=O)(Cc1ccccc1)NCc1ccccn1
  A: -1.0%; B: -17.1; C: -0.3%; D: 14.0
O=C(c1ccc(S(=O)(=O)c2ccccc2)cc1)N1CCc2ccccc2C1
  A: -5.8%; B: -26.6; C: .; D: .
COC(=O)c1ccc(Cl)c(NC(=O)CSc2ncn[nH]2)c1
  A: -2.1%; B: ?; C: -0.7%[2.29 µM]; D: -3.2
Cc1ccc(S(=O)(=O)C2(C(=O)N3CCCCCC3)CC2)cc1
  A: -0.3%; B: -28.1; C: 7.1%; D: 4.1
NS(=O)(=O)c1ccc(CCNC(=O)c2cccnc2)cc1
  A: 0.2%; B: -100.0*; C: .; D: 5.4
O=C(Cn1cc(C(=S)N2CCOCC2)c2ccccc21)N1CCOCC1
  A: -3.8%; B: -18.5; C: -6.1%; D: 9.0
COc1ccc(Oc2ncc3nc(CCc4ccccc4)c(=O)n(CCC#N)c3n2)cc1
  A: 2.2%; B: .; C: -11.9%; D: .
O=C(Nc1ccc2c(c1)OCCO2)C1CCN(c2nnnn2-c2ccccc2)CC1
  A: -3.7%; B: ?; C: 3.9%; D: -1.9

These rows are one share of the data. The share of hits here may be higher or lower than overall.
